# Source: PubChem BioAssay
# PAFAH1B2 inh = inhibitors of human PAFAH1B2 | inhibition, % at 3.39 µM | 340,000 tested, 1.2% active | recombinant PAFAH1B2, FP-rhodamine activity probe, fluorescence polarization | P68402 | AID 492953;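 active means inhibition above the mean of all tested compounds plus 3 SD, cut at about 24% in these data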;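 further: 0% = enzyme with DMSO and 100% = wells lacking PAFAH1B2; many of its hits are not listed in these tables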
# Target sequence (P68402 whole entry, looked up): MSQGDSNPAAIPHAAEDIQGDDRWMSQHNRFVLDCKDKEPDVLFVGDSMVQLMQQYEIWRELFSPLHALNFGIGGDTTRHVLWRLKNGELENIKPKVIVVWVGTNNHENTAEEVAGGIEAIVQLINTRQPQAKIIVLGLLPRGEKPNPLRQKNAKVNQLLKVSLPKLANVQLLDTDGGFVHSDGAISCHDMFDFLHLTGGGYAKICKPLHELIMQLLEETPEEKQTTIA
# LYPLA1 inh = blocks human lysophospholipase 1, a PME1 counter-screen | O75608 | recombinant LYPLA1, FP-Rh probe fluorescence polarization | inhibition, % at 5.9 µM | 320,000 tested, 0.16% active;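 active means inhibition above the mean of all tested compounds plus 3 SD, set per campaign, cut at about 14% in these data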;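 further: inhibitors block serine hydrolase probe labeling of LYPLA1 so polarization falls; 0% = enzyme with DMSO and 100% = wells lacking LYPLA1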
# Target sequence (O75608 whole entry, looked up): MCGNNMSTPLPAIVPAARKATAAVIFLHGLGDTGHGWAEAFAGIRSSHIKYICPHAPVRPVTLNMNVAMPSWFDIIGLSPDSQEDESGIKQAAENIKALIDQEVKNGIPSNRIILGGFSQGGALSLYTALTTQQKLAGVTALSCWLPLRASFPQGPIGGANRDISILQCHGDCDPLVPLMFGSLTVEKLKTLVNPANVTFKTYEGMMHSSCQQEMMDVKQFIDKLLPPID
# pPAFAH inh = pPAFAH (human) enzyme inhibition; inhibition, % at 3.39 µM; recombinant pPAFAH, FP-rhodamine probe fluorescence polarization; AID 463082; 330,000 tested, 1.5% active;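 active means inhibition above the mean inhibition across the screen plus 3 SD, cut at about 25% in these data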;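 further: inhibitors block binding of the rhodamine activity-based probe so polarization drops; 0% = enzyme with DMSO and 100% = wells lacking pPAFAH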
# ZTA counter = blocks Epstein-Barr virus ZTA, an EBNA-1 counter-screen; inhibition, % at 11 µM; P03206; 320,000 tested, 0.15% active; ZTA-DNA binding, fluorescence polarization; in the data active means inhibition above about 33%
# Target sequence (P03206 whole entry, looked up): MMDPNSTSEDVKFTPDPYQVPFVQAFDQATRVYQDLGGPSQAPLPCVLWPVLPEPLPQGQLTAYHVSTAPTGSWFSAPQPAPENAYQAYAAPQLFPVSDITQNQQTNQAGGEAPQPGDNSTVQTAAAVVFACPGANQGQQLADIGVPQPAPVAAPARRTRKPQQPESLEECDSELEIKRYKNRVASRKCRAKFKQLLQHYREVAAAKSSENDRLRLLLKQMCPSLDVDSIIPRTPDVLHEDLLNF
# PAFAH2 inh = inhibitors of human PAFAH2. 340,000 tested, 0.99% active. recombinant PAFAH2, FP-rhodamine activity probe, fluorescence polarization. Q99487. inhibition, % at 3.39 µM;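 active means inhibition above the mean over all tested compounds plus 3 SD, cut at about 30% in these data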;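 further: inhibitors block probe labeling of enzyme so polarization drops; 0% = enzyme with DMSO and 100% = wells lacking PAFAH2 protein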
# PREPL inh = inhibitors of human prolyl oligopeptidase-like enzyme PREPL. Q4J6C6. recombinant PREPL, fluorescence polarization activity-based probe. 320,000 tested, 0.68% active. AID 2751. inhibition, % at 5.96 µM; in the data active means inhibition above about 43%;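 further: 0% = enzyme with DMSO and 100% = wells lacking enzyme; many of its hits are not listed in these tables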
# PAFAH1B3 inh = PAFAH1B3 (human) inhibition. Q15102. recombinant PAFAH1B3, FP-rhodamine probe, fluorescence polarization. inhibition, % at 3.39 µM. 340,000 tested, 0.28% active. AID 492972;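 active means inhibition above the screen-wide average of all tested compounds plus 3 SD, cut at about 25% in these data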;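 further: 0% = enzyme with DMSO only and 100% = wells lacking PAFAH1B3 protein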
# EBNA-1 inhibitor = blocks EBNA-1 binding to DNA; AID 1950; inhibition, % at 14.8 µM; EBNA-1 DNA binding, fluorescence polarization; 300,000 tested, 0.34% active; in the data active means inhibition above about 28%
# LYPLA2 inh = blocks human lysophospholipase 2, a PME1 counter-screen. O95372. recombinant LYPLA2, FP-Rh probe fluorescence polarization. inhibition, % at 5.9 µM. 320,000 tested, 0.38% active. AID 2177;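 active means inhibition above the screen-wide mean plus 3 SD, limit set per campaign, cut at about 26% in these data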;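 further: 0% = LYPLA2 with DMSO and 100% = wells lacking LYPLA2 enzyme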
# Target sequence (O95372 whole entry, looked up): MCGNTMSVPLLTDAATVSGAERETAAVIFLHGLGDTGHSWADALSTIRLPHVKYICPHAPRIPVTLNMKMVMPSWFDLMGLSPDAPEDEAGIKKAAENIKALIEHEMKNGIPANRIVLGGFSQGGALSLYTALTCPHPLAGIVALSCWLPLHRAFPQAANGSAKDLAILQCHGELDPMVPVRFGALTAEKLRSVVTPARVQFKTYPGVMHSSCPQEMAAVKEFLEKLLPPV
# * hit, by the source's call; . = not tested or not shown.
No.	mol	PAFAH1B2 inh	LYPLA1 inh	pPAFAH inh	ZTA counter	PAFAH2 inh	PREPL inh	PAFAH1B3 inh	EBNA-1 inhibitor	LYPLA2 inh
1	Cc1ccc(N2C(=O)NC(=O)C(CCc3ccncc3)(Cc3cccc(Cl)c3Cl)C2=O)cc1 (stereo not given)	3	1	-2	4	15	-2	6	-1	-7
2	Cc1ccccc1-n1c(C)nc2ccccc2c1=O	3	-3	-1	1	0	2	10	9	-4
3	CC[C@H]1CN(C)C[C@@]2(C(=O)OC)Cc3c([nH]c4ccccc34)C(=O)C[C@@H]12	10	4	-1	-3	13	10	18	0	8
4	COc1ccc(O)c(CN2CCCC(C(=O)c3ccccc3SC)C2)c1 (stereo not given)	-6	3	8	-8	-4	-2	-1	-8	9
5	CC(C)(C)[C@]1(O)C[C@@H]2OC(=O)C[C@@]23C(=O)O[C@@H]2OC(=O)[C@@H](O)C213 (stereo not given in full)	0	.	0	.	-5	7	7	.	.
6	Cc1[nH]n(-c2ccccc2)c(=O)c1C(c1ccc([N+](=O)[O-])cc1)c1c(C)[nH]n(-c2ccccc2)c1=O	6	-2	2	-20	18	10	9	-10	5
7	Clc1ccccc1C1=NCc2nncn2-c2sc(Br)cc21	.	0	1	-4	.	3	.	1	5
8	COc1ccc(C(=O)N/N=C/C23CC[C@@H](O)CC2(O)CC[C@@H]2[C@@H]3CCC3(C)C(C4=CC(=O)OC4)CCC23O)cc1 (stereo not given in full)	-1	1	-1	11	-1	21	-1	-12	5
9	Cc1ccccc1CN1CCNCC1	2	0	6	-3	0	-2	-3	-11	7
10	COC(=O)C1=C(c2c(C)noc2C)C[C@@H]2CC[C@H]1N2C(=O)N1CCOCC1	-3	-1	2	-13	-7	20	-6	.	2
11	CC(O)(CS(=O)(=O)c1cccc(C(F)(F)F)c1)C(=O)Nc1cccc(C(F)(F)F)c1 (stereo not given)	24	-5	4	3	-6	1	12	-4	-2
12	O=C1/C(=C/c2ccccc2)C[C@@]2(O)[C@H]3Cc4ccc(O)c5c4[C@@]2(CCN3CC2CC2)C1O5 (stereo not given in full)	-6	.	2	.	2	23	3	.	.
13	Cn1c(O)c(C=NCc2cccs2)c(=O)n(C)c1=O	3	4	4	11	-2	14	-7	8	3
14	CCC(=O)c1ccc(OC(=O)N(C)c2ccccc2)cc1	.	-2	3	0	.	-5	.	4	6
15	COC(=O)C1=C(c2c(C)noc2C)C[C@@H]2CC[C@H]1N2C(=O)NC1Cc2ccccc2C1	-3	3	-1	-5	7	11	-2	.	2
16	COC(=O)c1ccc(C(C(=O)NC2CCCCC2)N(CCN2CCOCC2)C(=O)Cc2cccs2)cc1 (stereo not given)	2	-1	4	-1	8	11	7	-1	7
17	C=CCn1c(O)c(C(CC)=NCC2CCCO2)c(=O)[nH]c1=O (stereo not given)	7	-3	-4	-7	-1	3	9	-8	-1
18	Cn1c(=O)n(CC(=O)N2CCC3(CC2)OCCO3)c(=O)c2ccccc21	1	-3	1	4	-1	-4	-1	4	-3
19	CCCCc1cc(=O)oc2cc(OCC(=O)N3C[C@H]4C[C@@H](C3)c3cccc(=O)n3C4)c(Cl)cc12	3	3	8	7	4	8	5	-10	1
20	NC1=NC(c2cccnc2)n2c(nc3ccccc32)N1 (stereo not given)	.	1	2	5	.	-10	.	5	6
21	CC1=NN(c2ccccc2)C(=O)C1/C=C1\C(=O)NC(=O)N(c2cc(C)cc(C)c2)C1=O (stereo not given)	3	0	1	-19	6	-3	4	-2	1
22	CCOC(=O)C1=C(C)OC(N)=C(C#N)C12C(=O)N(C)c1ccccc12 (stereo not given)	3	0	1	10	2	-5	8	-7	-3
23	Cc1nc2ccccc2c(=O)n1-c1ccc(C(=O)O)cc1	3	2	-1	-14	2	-7	8	-1	0
24	CC(=O)Nc1ccccc1C(=O)OCC(=O)c1ccc2c(c1)OCCO2	1	-1	6	9	7	0	10	-2	-2
25	COC(=O)C1=C(c2ccccc2)C[C@@H]2CC[C@H]1N2C(=O)NCC1CC1	3	0	8	12	-4	4	-4	6	2
26	COC(=O)C1=C(c2cc3ccccc3s2)C[C@@H]2CC[C@H]1N2C	3	2	1	10	5	-28	-8	.	3
27	Cc1ccc(OCC(=O)NCCN2CCN(C(=O)COc3ccc(C)cc3)CC2)cc1	3	-21	6	-1	-3	15	7	2	3
28	C=C(C)[C@@]12OC3(c4ccccc4)O[C@@H]1C1[C@@H]4O[C@]4(CO)[C@@H](O)[C@]4(O)C(=O)C(C)=C[C@H]4[C@@]1(O3)[C@H](C)[C@H]2OC(=O)/C=C/C=C/c1ccccc1 (stereo not given in full)	1	-12	-5	7	-20	13	-14	1	-27
29	OC(CNCCc1c[nH]c2ccccc12)C(F)(F)F (stereo not given)	-2	2	6	2	3	-4	-5	-7	11
30	COc1ccc(C(O)C(C)NC(C)C(O)c2ccc(OC)cc2)cc1 (stereo not given)	.	-2	4	0	.	15	.	11	6

# Copied from above: nos. 28–30
No.	mol	PAFAH1B2 inh	LYPLA1 inh	pPAFAH inh	ZTA counter	PAFAH2 inh	PREPL inh	PAFAH1B3 inh	EBNA-1 inhibitor	LYPLA2 inh
28	C=C(C)[C@@]12OC3(c4ccccc4)O[C@@H]1C1[C@@H]4O[C@]4(CO)[C@@H](O)[C@]4(O)C(=O)C(C)=C[C@H]4[C@@]1(O3)[C@H](C)[C@H]2OC(=O)/C=C/C=C/c1ccccc1 (stereo not given in full)	1	-12	-5	7	-20	13	-14	1	-27
29	OC(CNCCc1c[nH]c2ccccc12)C(F)(F)F (stereo not given)	-2	2	6	2	3	-4	-5	-7	11
30	COc1ccc(C(O)C(C)NC(C)C(O)c2ccc(OC)cc2)cc1 (stereo not given)	.	-2	4	0	.	15	.	11	6

# The main list resumes; the 4 compounds before the break are reprinted first.
No.	mol	PAFAH1B2 inh	LYPLA1 inh	pPAFAH inh	ZTA counter	PAFAH2 inh	PREPL inh	PAFAH1B3 inh	EBNA-1 inhibitor	LYPLA2 inh
27	Cc1ccc(OCC(=O)NCCN2CCN(C(=O)COc3ccc(C)cc3)CC2)cc1	3	-21	6	-1	-3	15	7	2	3
28	C=C(C)[C@@]12OC3(c4ccccc4)O[C@@H]1C1[C@@H]4O[C@]4(CO)[C@@H](O)[C@]4(O)C(=O)C(C)=C[C@H]4[C@@]1(O3)[C@H](C)[C@H]2OC(=O)/C=C/C=C/c1ccccc1 (stereo not given in full)	1	-12	-5	7	-20	13	-14	1	-27
29	OC(CNCCc1c[nH]c2ccccc12)C(F)(F)F (stereo not given)	-2	2	6	2	3	-4	-5	-7	11
30	COc1ccc(C(O)C(C)NC(C)C(O)c2ccc(OC)cc2)cc1 (stereo not given)	.	-2	4	0	.	15	.	11	6
31	FC(F)(F)c1ccc2c(c1)N(CCCN1CCN(CCCl)CC1)c1ccccc1S2	-1	-1	38*	-14	-5	35	11	-7	1
32	CCOc1ccc(C(=O)OC2CC3CCC(C2)N3C)cc1 (stereo not given)	-3	4	0	-16	-2	-13	-4	3	0
33	Cn1cccc1CNCCc1ccccc1F	-1	-3	1	7	1	10	-5	1	-6
34	COC(=O)C1=C(c2ccc(OC(F)(F)F)cc2)C[C@@H]2CC[C@H]1N2C(=O)NC1CCCCC1	10	-1	1	-3	-1	14	17	.	-4
35	Cc1cccn2c(=O)c3cc(C(=O)N4CCC5(CC4)OCCO5)n(C)c3nc12	3	0	4	-5	-3	-4	6	7	-3
36	CCC(COC(=O)NC)NC(=O)Oc1cccc(C)c1 (stereo not given)	3	5	-6	14	-19	-9	5	2	9
37	O=C(Cc1ccccc1[N+](=O)[O-])N1CCN(Cc2ccc3c(c2)OCO3)CC1	.	1	-4	-16	.	14	.	-12	4
38	CCC(=Nc1cccc(C(F)(F)F)c1)c1c(O)n(C)c(=O)n(C)c1=O	7	-2	3	2	2	13	4	-1	5
39	CCCC(=O)NC(Oc1ccc(C(C)=O)cc1)C(Cl)(Cl)Cl (stereo not given)	7	-2	0	9	3	0	9	0	-2
40	CN(C)CC1CCCCC1=O (stereo not given)	9	-1	-4	5	-3	-12	6	2	-1
41	CC1(C)CC(=O)C=C(NCCN2CCN(C(=O)Cc3ccc(Cl)cc3)CC2)C1	7	0	1	9	4	19	5	4	-1
42	COc1ccc(-c2cc(C(F)(F)F)n3nc(C(=O)N4CCC5(CC4)OCCO5)cc3n2)cc1OC	-3	2	-1	-3	6	0	5	-3	0
43	C=CCN1C(=O)NC(=O)/C(=C/c2c(CCN(C)C(=O)c3ccccc3)cc3c(c2OC)OCO3)C1=O	4	1	6	3	1	-3	7	-4	-1
44	Clc1cccc(Cl)c1Cl	2	0	0	7	0	2	4	.	5
45	COC(=O)C1=C(c2ccc(C(C)=O)cc2)C[C@@H]2CC[C@H]1N2C(=O)N1CCC(O)(c2ccc(Cl)cc2)CC1	1	1	6	-3	-2	23	8	.	6
46	CCCCn1c(O)c(C(C)=NCc2cccnc2)c(=O)[nH]c1=O	5	-1	3	0	7	8	-1	-4	2
47	CN(C)c1cc[n+](CC(O)C[n+]2ccc(N(C)C)cc2)cc1	1	1	3	12	-1	-1	14	0	0
48	Cn1c(=O)c2c(ncn2CCCl)n(C)c1=O	-2	-1	2	-12	8	2	12	-6	3
49	C[n+]1c(-c2ccccc2)c2cc(N)ccc2c2ccc(N)cc21	87*	89*	68*	-21	92*	142*	121*	8	116*
50	Cc1ccc2c(c1Cl)NC(C(=O)O)C1CC(Sc3ccccc3[N+](=O)[O-])C(Cl)C21 (stereo not given)	8	-1	49*	-5	43*	15	15	-2	-13
51	O=[N+]([O-])/C=C1/NCCN1Cc1ccc(Cl)nc1	3	-2	2	13	1	5	-4	3	2
52	C=CCn1c(O)c(C(C)=Nc2ccc(N(C)C)cc2)c(=O)[nH]c1=O	4	-4	15	150*	3	11	9	58*	-2
53	Cc1cc(C)cc(N2C(=O)NC(=O)/C(=C\c3cccn3-c3ccc(Cl)cc3)C2=O)c1	43*	-2	6	7	39*	-9	-2	-6	-8
54	CC(Cc1ccccc1)NCc1ccccc1O (stereo not given)	1	-1	1	-4	16	1	2	2	-2
55	Cn1c(O)c(/C=C/C=Nc2ccccc2)c(=O)n(C)c1=O	-1	-1	1	-8	2	5	-10	-9	2
56	N#CC(Br)Br	0	0	-2	-10	-2	10	5	.	-1
57	Cc1ccsc1C(=O)C1CCCN(Cc2ccccc2O)C1 (stereo not given)	-1	0	0	3	-4	-4	3	-7	6
58	CC(=O)[C@H]1CC[C@H]2[C@@H]3CC[C@H]4C[C@H](O)CC[C@]4(C)[C@H]3C(=O)C[C@]12C	0	0	1	12	-7	-10	0	-13	-2
59	Cc1ccc2nc3c(cc2c1)CC1(C(=O)N(C)C(=O)N(C)C1=O)C1CCCCN31 (stereo not given)	7	-2	4	-14	4	14	2	-11	3
60	Cn1c2ccccc2c2c(C(=O)N3CCC4(CC3)OCCO4)cn(C3CCCC3)c(=O)c21	2	2	-3	8	5	0	3	-17	-3
61	CCc1ccccc1N1C(=O)/C(=C/c2ccc(N3CCN(C)CC3)o2)C(=O)NC1=S	-27	-11	-2	-2	-20	-3	-30	3	-16

# An excerpt of these results, with each value named.
42) COc1ccc(-c2cc(C(F)(F)F)n3nc(C(=O)N4CCC5(CC4)OCCO5)cc3n2)cc1OC
- PAFAH1B2 inh: -3
- LYPLA1 inh: 2
- pPAFAH inh: -1
- ZTA counter: -3
- PAFAH2 inh: 6
- PREPL inh: 0
- PAFAH1B3 inh: 5
- EBNA-1 inhibitor: -3
- LYPLA2 inh: 0
43) C=CCN1C(=O)NC(=O)/C(=C/c2c(CCN(C)C(=O)c3ccccc3)cc3c(c2OC)OCO3)C1=O
- PAFAH1B2 inh: 4
- LYPLA1 inh: 1
- pPAFAH inh: 6
- ZTA counter: 3
- PAFAH2 inh: 1
- PREPL inh: -3
- PAFAH1B3 inh: 7
- EBNA-1 inhibitor: -4
- LYPLA2 inh: -1

# Some of the compounds tested (hit frequency here may not be typical).
